EBI2 antag – blocks human EBI2 receptor beta-arrestin signaling | P32249 | EBI2 beta-arrestin recruitment, luminescence, 7a,25-OHC stimulated | inhibition, % at 5 µM | 360,000 compounds, 0.81% hits | AID 651636; in the data active means inhibition above about 38%;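 further: enzyme fragment complementation signal reports receptor beta-arrestin coupling in cells; 0% = agonist plus DMSO wells and 100% = wells without agonist; some results beyond the cut were filed as inactive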
Target sequence (P32249 whole entry, looked up, the tested form may be a part): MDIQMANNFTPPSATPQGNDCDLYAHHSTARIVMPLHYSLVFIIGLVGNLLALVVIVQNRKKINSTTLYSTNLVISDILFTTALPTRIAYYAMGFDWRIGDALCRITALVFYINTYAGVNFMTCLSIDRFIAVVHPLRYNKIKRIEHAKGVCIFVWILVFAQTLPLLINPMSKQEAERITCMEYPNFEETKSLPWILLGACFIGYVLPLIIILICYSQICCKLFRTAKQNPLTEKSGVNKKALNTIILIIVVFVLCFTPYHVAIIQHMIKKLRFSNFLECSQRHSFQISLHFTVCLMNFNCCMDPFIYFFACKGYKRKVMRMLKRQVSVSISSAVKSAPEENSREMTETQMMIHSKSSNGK
CXCR6 inh – blocks human CXCR6 beta-arrestin recruitment; O00574; CHO-K1 PathHunter CXCR6 beta-arrestin, luminescence; inhibition, % at 20 µM; 360,000 compounds, 0.36% hits; in the data active means inhibition above about 34%, passing the limit was not always enough;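 further: antagonist mode with CXCL16 agonist at 10 nM final; 0% = 10 nM CXCL16 with DMSO and 100% = unstimulated wells without agonist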
Target sequence (O00574 whole entry, looked up): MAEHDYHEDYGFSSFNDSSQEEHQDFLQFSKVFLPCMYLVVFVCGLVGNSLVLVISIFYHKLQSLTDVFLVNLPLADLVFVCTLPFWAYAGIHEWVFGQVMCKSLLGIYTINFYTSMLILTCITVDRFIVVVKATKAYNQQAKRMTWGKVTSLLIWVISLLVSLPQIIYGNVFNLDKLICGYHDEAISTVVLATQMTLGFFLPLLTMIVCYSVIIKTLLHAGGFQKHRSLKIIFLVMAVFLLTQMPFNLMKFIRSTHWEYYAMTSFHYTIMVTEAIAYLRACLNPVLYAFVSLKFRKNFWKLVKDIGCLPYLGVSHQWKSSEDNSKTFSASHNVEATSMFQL
Active calls of the source: *.

SMILES | EBI2 antag | CXCR6 inh
COc1ccc(CN2C(=O)C(CC(=O)NC3CC3)CC(C(=O)N3CCOCC3)=C2C)cc1 (stereo not given) | -2.4 | -1.3
Cc1ccc(CN2CC(N3CCCCC3)CS2(=O)=O)cc1 (stereo not given) | -0.3 | -4.8
O=C(NC(c1ccc(Cl)cc1)c1ccccn1)C1CCN(CCOc2ccc(Cl)cc2Cl)CC1 (stereo not given) | 18.5 | 9.6
COCc1cccc(-c2csc(C(O)c3ccc(F)cc3)n2)c1 (stereo not given) | -5.6 | -3.1
Cc1cc(N=O)c(C)cc1O | 6.9 | -0.5
O=C(CN1CCCc2ccccc21)Nc1cccc(S(=O)(=O)N2CCCC2)c1 | 4.4 | -4.0
COc1ccc(S(=O)(=O)NC(=O)C2(C)CCN2C(=O)Cc2ccc(C(C)(C)C)cc2)cc1 (stereo not given) | -4.9 | -1.1
COc1ccc(C(C)(NC(C)=O)c2nc(-c3ccccc3OC)cs2)cc1 (stereo not given) | -5.8 | 3.4
Fc1ccc(-c2nc3ccc(Cl)cn3c2Cc2ccsc2)cc1 | -15.8 | -2.1
COCCCn1cc(CN2CC(N3CCN(Cc4cccc(C)c4)CC3)CS2(=O)=O)nn1 (stereo not given) | -8.9 | 12.6
OC(c1ccccc1)(c1nc(-c2ccc3ccccc3c2)cs1)C(F)(F)F (stereo not given) | 40.0 | -13.3
CNc1cncc(-c2ccc(C)cc2)n1 | 0.3 | -0.8
COCCOC(=O)N1CCCCC1c1cc(C(=O)Nc2cccc3c2CCCC3)no1 (stereo not given) | 29.9 | 5.1
C[C@H]1COc2cc(N3CCC[C@H]3CO)ccc2S(=O)(=O)N1 | -11.0 | -0.6
COc1ccccc1C(=O)N1CCN(C(=O)c2oc3c(C)c(C)ccc3c2C)CC1 | 51.3* | -16.4
C[C@H](CO)N1C[C@H](C)[C@@H](CN(C)CC2CCOCC2)Oc2cc(C#Cc3ccccc3F)ccc2S1(=O)=O | 30.9 | 2.8
COc1ccc(CN2CCC(C)(Oc3cccc(F)c3)C2)c2ccccc12 (stereo not given) | -1.3 | 5.5
Cn1c(=O)c2c(-c3ccccc3)n(-c3ccccc3)cc2n(C)c1=O | -1.1 | 0.4
CCC(=O)Nc1cc(OC)c(NC(=S)Nc2ccccc2CC)cc1OC | -13.7 | 1.2
CC(=O)OC1C=CN(C(C)=O)C(SC(C)(C)C)C1(C)O (stereo not given) | -11.1 | -9.2
O=C(Nc1ccccc1Cl)OCC#CCOC(=O)Nc1ccccc1Cl | -10.8 | -2.9
O=c1n2c(c(O)n1C1CCCCC1)C(c1ccccc1)=Nc1ccccc1C2 | 2.9 | -3.9
O=C(NCc1ccc(F)cc1)c1cc(C2CCCN(C(=O)CCCc3ccccc3)C2)on1 (stereo not given) | 18.2 | 9.1
COC(=O)N1CCCCC1c1cc(C(=O)NCc2ccc(Cl)c(Cl)c2)no1 (stereo not given) | 16.1 | 0.2
Cc1ccc([C@H]2C[C@@H](n3cc(C4CC4)nn3)[C@H](O)CN2C(=O)c2cccs2)cc1 | -3.0 | -5.1
Cc1ccc(S(=O)(=O)N(C)C[C@@H]2OCc3ccccc3-c3c(n(C)c4ccccc34)C(=O)N([C@H](C)CO)C[C@@H]2C)cc1 | 14.6 | 16.7
CC1=C(C(=O)N(C)C)CC(CC(=O)NCCCCc2ccccc2)C(=O)N1Cc1ccc(F)cc1 (stereo not given) | -2.6 | -1.0
CCc1nc2ccc(C(=O)NCCCN3CCCC3=O)cn2c1N(C)C(=O)C1CCCCC1 | -7.1 | -4.5
COc1ccc(-c2cc3nc(NCCN4CCCC4)n(C)c(=O)c3s2)cc1OC | -7.6 | 3.7
CC(C)(C)c1ccc(S(=O)(=O)NC(=O)C2(C)CCN2C(=O)c2cccc3ccccc23)cc1 (stereo not given) | 5.8 | -7.1
COc1ccc(NC(=O)C2Cc3c(-c4ccc(NC(C)=O)cc4)ccnc3O2)cc1OC (stereo not given) | -0.9 | -1.0
CCCNC(=O)c1cc(C2CCCN(C(=O)c3ccc4ccccc4c3)C2)on1 (stereo not given) | -0.1 | 11.0
C=CCOc1cccn2c(N(C=O)Cc3ccccc3)c(CC)nc12 | -6.7 | -2.6
Cc1ccc([C@H]2C[C@@H](n3cc(COC(=O)c4ccccc4)nn3)[C@H](O)CN2C(=O)C2CCCCC2)cc1 | 6.4 | 5.9
O=S(c1cc(Cl)cc(Cl)c1O)c1cc(Cl)cc(Cl)c1O | 3.5 | 0.3
COc1ccc(-c2coc3c(C(=O)NCc4ccc(C(F)(F)F)cc4)cccc23)c(C)c1 | 20.9 | 10.1
NC(c1ccccc1)c1csc(NC(=O)Nc2cccc(Cl)c2)n1 (stereo not given) | -26.6 | -15.0
Cc1cccnc1C(NC(=O)C1CCN(Cc2ccc(Cl)cc2)CC1)c1ccccc1 (stereo not given) | 12.4 | 0.4
O=C(NCc1cccnc1)c1csc([C@H]2C[C@H](O)[C@@H](CO)O2)n1 | 3.5 | 2.8
CC(C)(C)c1ccc(S(=O)(=O)NC(=O)C2(C)CCN2C(=O)Cc2ccc(-c3ccccc3)cc2)cc1 (stereo not given) | 0.9 | 0.9
COCCNC(=O)C1(C)CCCN(Cc2ccc(Cl)c(Cl)c2)C1 (stereo not given) | -0.1 | 3.8
COc1cc(C(=O)NN=Cc2ccc(N(C)C)cc2)cc(OC)c1OC | -22.0 | 1.1
CCCc1nc2ccc(C(=O)OC)cn2c1Cc1cccc(F)c1 | -5.7 | 7.8
O=C(NC(c1ccccc1)c1cnccn1)C1CCN(CCOc2ccc(Cl)cc2Cl)CC1 (stereo not given) | 5.5 | 12.1
CC1(C(=O)NS(=O)(=O)c2ccccc2)CCN1C(=O)C1(c2ccccc2)CCCC1 (stereo not given) | -6.3 | -5.7
COc1ccc(NC(=O)CCNC(=O)C2CCN(S(=O)(=O)c3ccccc3)CC2)cc1OC | -5.4 | -5.7
C[C@H](O)[C@@H]1C(=O)N2CCc3c([nH]c4ccccc34)[C@@H]2C[C@@H]1N(C)C(=O)c1ccco1 | -7.2 | -2.5
CCc1nc2ccc(C(=O)NCCCN3CCCC3=O)cn2c1N(C)Cc1ccc(OC)cc1 | -0.8 | 4.0
CCN(CC)C(=O)C1=C(C)N(Cc2ccc(F)cc2)C(=O)C(CC(=O)NCc2ccco2)C1 (stereo not given) | 1.1 | 24.7
Cc1ccc(S(=O)(=O)N2C[C@H]3C(=O)C[C@@H](c4ccccc4)N(S(=O)(=O)c4ccccc4[N+](=O)[O-])[C@H]3C[C@H]2c2ccccc2)cc1 | 7.5 | -7.3
C=C1[C@@H](OC(C)=O)C=C[C@@]2(C)C=CC(=O)[C@@](C)(OC(C)=O)[C@@H]2[C@@H](OC(C)=O)[C@]2(O)[C@@H](C)C(=O)O[C@H]2[C@H]1Cl | -9.9 | 1.0
CSc1ccccc1C(=O)OCC(=O)NC1CC1 | -2.0 | -0.1
CCOc1ccc(CCN2C(=S)N([C@@H](Cc3ccc(O)cc3)CN3CCC[C@@H]3CN3C(=S)NC[C@@H]3CC(C)C)C[C@@H]2Cc2ccccc2)cc1 | 19.7 | 9.8
NC(=S)NN=Cc1nccc2c(N)cccc12 | -19.5 | -17.2
Cc1cc2nc(-c3ccc(F)cc3)c(Cc3ccccc3)n2c(C)c1Br | -5.3 | -8.0
Cc1ccc(F)cc1C(=O)N1CCCC1(C)C(=O)NCC(C)C (stereo not given) | -7.8 | -2.9
CC(=O)NC(c1ccccc1)c1nc(-c2cccc(C(=O)O)c2)cs1 (stereo not given) | -2.4 | 3.1
O=C(Nc1ccn(CCCNC2CCN(Cc3ccccc3)CC2)c(=O)n1)OCc1ccccc1 | -3.1 | -1.6
N#C/C(=C\c1cccn1S(=O)(=O)c1cccc(C#N)c1)S(=O)(=O)c1ccc(F)cc1 | 5.9 | 2.0
O=C(c1ccc(-c2ccccc2)cc1)N1CCN(c2ccc3c(c2)C2CC3CCN2C(=O)OCc2ccccc2)CC1 (stereo not given) | 54.0* | 7.7
Other structures follow.
SMILES | EBI2 antag | CXCR6 inh
O=C1CCC2c3[nH]c4ccccc4c3CCN12 (stereo not given) | -9.3 | 3.1
C[C@H]1CN([C@@H](C)CO)C(=O)CCCn2nncc2CO[C@H]1CN(C)C(=O)c1ccc2ccn(C)c2c1 | -9.4 | -8.4
CC(C)c1ccc(NC(=O)Nc2nnc([C@@H]3C[C@H](O)[C@@H](CO)O3)s2)cc1 | 0.0 | 2.1
O=C(Nc1cccc(C(F)(F)F)c1)c1csc([C@@H]2O[C@H](CO)[C@H](O)[C@H](O)[C@H]2O)n1 | 0.6 | 5.5
CSCCC(C)N1CCC(Oc2ccc(C(=O)NCc3ccccn3)cc2)CC1 (stereo not given) | 3.8 | 3.8
COCCNC(=O)C1(C)CCN(Cc2ccc(C(C)C)cc2)C1 (stereo not given) | -10.9 | -2.5
COC(=O)c1ccc2nc(-c3ccc(F)cc3)c(Cc3cccc(F)c3)n2c1 | 24.9 | 13.2
COc1ccccc1C(=O)N/C(=C/c1ccc(Br)cc1)C(=O)N1CCOCC1 | 6.2 | 0.0
COC(=O)c1cnc(Nc2nc(C(N)Cc3ccccc3)cs2)nc1C(F)(F)F (stereo not given) | 14.3 | 12.4
CC(O)(c1ccc(F)c(F)c1)c1nc(-c2ccncc2)cs1 (stereo not given) | 5.3 | -4.9
O=C(NCc1ccncc1)[C@@H]1CCCN1C(=O)[C@@H]1CCCN1C(=O)c1ccccc1Cl | -0.8 | -10.0
COCCCNC(=O)[C@@H](Cc1ccccc1)NC(=O)CC[C@H]1O[C@@H](n2ccc(=O)[nH]c2=O)[C@H](O)[C@@H]1O | -7.6 | -1.8
Cc1noc(-c2ccccc2)c1NC(=O)Nc1ccc2nc([C@H]3C[C@H](O)[C@@H](CO)O3)[nH]c2c1 | -1.7 | 12.6
COc1ccccc1Cc1c(-c2ccc(C)cc2)nc2c(C)cc(Br)cn12 | -3.1 | -0.2
O=C(NCc1ccc(F)cc1)c1cc(C2CCCN(C(=O)c3cccs3)C2)on1 (stereo not given) | 15.5 | 2.7
COc1ccc(CN2C(=O)C(CC(=O)NCc3ccco3)CC(C(=O)N(C(C)C)C(C)C)=C2C)cc1 (stereo not given) | 2.3 | -0.8
COc1ccc(Br)cc1/C=N/NS(=O)(=O)c1ccccc1 | -0.2 | 1.0
Cc1ccc(S(=O)(=O)Nc2ccc3c(c2)C(=O)N([C@@H](C)CO)C[C@@H](C)[C@@H](CN(C)S(=O)(=O)c2ccccc2)OCCCC[C@H](C)O3)cc1 | 25.0 | 5.7
CC(=O)c1ccc(OC2(C)CCN(Cc3ccc(C)cc3)C2)cc1 (stereo not given) | -4.6 | -6.3
CC1(C(=O)NCc2cccc3ccccc23)CCN1Cc1cccc2c1OCO2 (stereo not given) | 23.3 | 8.3
O=C(c1ccc(F)cc1)C1CCN(Cc2ccccc2F)CC1 | -1.4 | 3.5
O=C1c2ccccc2C(c2nnnn2-c2ccc3c(c2)OCCO3)N1Cc1ccco1 (stereo not given) | -3.8 | -2.9
CCCc1ccc(C(O)c2ncc(-c3cccc(F)c3)[nH]2)cc1 (stereo not given) | -2.9 | -4.3
COc1ccccc1N1CCN(Cc2cc(=O)oc3cc(C)ccc23)CC1 | 0.4 | -10.2
CC(=O)c1cccc(NC(=O)C2(C)Cc3c(-c4ccccc4)ccnc3O2)c1 (stereo not given) | 3.5 | -2.3
Cc1cc(/C=N/NC(=O)c2ccoc2C)cc(C)c1O | 8.8 | 2.1
Cc1ccc2c(=O)n3c(nc2c1)C(Cc1ccccc1)NC(=O)c1cc2ccccc2cc1-3 (stereo not given) | 39.8 | -7.0
CCC(c1nnnn1-c1c(C)cccc1C)N1CCN(CCN2CCOCC2)CC1 (stereo not given) | -0.5 | 5.3
CC(C)(C)CN1C(=O)C(=O)NC[C@@H]1CC1CCCCC1 | -8.5 | 1.9
O=C1CC2c3ccccc3CCN2C(=O)CN1Cc1ccccc1 (stereo not given) | -2.2 | -0.7
COc1ccc(C(=O)NCC(=O)OCC(=O)c2ccccc2Br)cc1OC | -8.1 | 3.4
CC(=O)C1CCC2C3CCC4=CC(=O)CCC4(C)C3C(O)CC12C (stereo not given) | 2.5 | 1.4
O=C1OCCC1=COCCCCCOC=C1CCOC1=O | -9.2 | 6.7
O=C(OC1CC2CC1[C@H]1CCCCN1C2=O)N1CCN(c2ccccc2)CC1 (stereo not given in full) | -6.6 | -2.2
CC1=C(C(=O)N(C(C)C)C(C)C)CC(CC(=O)NC2CC2)C(=O)N1Cc1ccc(C(C)(C)C)cc1 (stereo not given) | 3.0 | 13.0
COc1cccc(-c2sc3ccc(OC)cc3c2-c2cnc(N3CCOCC3)nc2)c1 | -3.7 | -5.2
COc1ccc(S(=O)(=O)n2c(N)nc3ccccc32)cc1 | -12.7 | 10.2
Nc1[nH]c(C(=O)c2ccccc2)c(-c2ccccc2C(F)(F)F)c1C(=O)NCc1cccc2ccccc12 | 11.1 | 0.0
O=C1NC(Cc2ccccc2)c2nc3cc(F)ccc3c(=O)n2-c2cc3ccccc3cc21 (stereo not given) | 32.9 | 2.3
OC[C@@H]1CN(Cc2ccc(F)cc2)C[C@H](n2cnc3c(N4CCCC4)ncnc32)O1 | -0.2 | -4.9

Not all compounds are listed. The share of hits here may be higher or lower than overall.
